# SW480 rerep: A quantitative high throughput screen for small molecules that induce DNA re-replication in SW480 colon adenocarcinoma cells; SW480 DNA re-replication, Hoechst DNA content imaging, 48 h; Potency, µM (doses to about 46.1 µM), for inactives: top-dose re-replication activation, usual class: activators; 1.8% of 340,000 active; also: potency is read from the fitted curve at half-maximal effect; % of control where 0% means no effect; nearly all actives have a fitted effect of over 55% in size
#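 250 cells/well; 23 nL cpd via pin tool; 48 hr, 37 C, 5% CO2; Hoechst 40 min; imager read of total nuclear intensity, ex 405/em 500-530 nm.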
# HT1080 IDH1KD tx: qHTS for induction of synthetic lethality in tumor cells producing 2HG: qHTS for the HT-1080-IDH1KD cell line; AID 686971, 2013; HT-1080 IDH1 knockdown viability, ATP luminescence, 48 h; Potency, µM (series often up to 46.1 µM), inactives show at the highest dose activity, negative = toxicity, most hits filed as cytotoxic; 2% of 360,000 active;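 also: potency is read from the fitted curve at half-maximal effect; 0% = DMSO wells and -100% = cell-free medium wells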
#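 CellTiter-Glo luminescence after 48 h compound exposure at 37 degrees C of IDH1-knockdown HT-1080 cells in 5% FBS RPMI. %Activity scaled between DMSO wells and cell-free media wells, with curves fitted and assigned curve classes.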
# WRN inhibitor: qHTS for Inhibitors of WRN Helicase. Bifunctional 3'-5' exonuclease/ATP-dependent helicase WRN (Homo sapiens), Q14191. WRN helicase unwinding, fluorescent forked duplex, kinetic. Potency, µM (doses to about 114 µM), inactives show top-dose activity change, negative = inhibition, actives largely listed as inhibitors. 0.46% of 360,000 active; also: potency is read from the fitted curve at half-maximal effect; % is scaled to controls: 0 for no effect and ±100 for the full control effect; nearly all actives have a fitted effect of over 55% in size
# Target sequence (Q14191 whole entry, looked up): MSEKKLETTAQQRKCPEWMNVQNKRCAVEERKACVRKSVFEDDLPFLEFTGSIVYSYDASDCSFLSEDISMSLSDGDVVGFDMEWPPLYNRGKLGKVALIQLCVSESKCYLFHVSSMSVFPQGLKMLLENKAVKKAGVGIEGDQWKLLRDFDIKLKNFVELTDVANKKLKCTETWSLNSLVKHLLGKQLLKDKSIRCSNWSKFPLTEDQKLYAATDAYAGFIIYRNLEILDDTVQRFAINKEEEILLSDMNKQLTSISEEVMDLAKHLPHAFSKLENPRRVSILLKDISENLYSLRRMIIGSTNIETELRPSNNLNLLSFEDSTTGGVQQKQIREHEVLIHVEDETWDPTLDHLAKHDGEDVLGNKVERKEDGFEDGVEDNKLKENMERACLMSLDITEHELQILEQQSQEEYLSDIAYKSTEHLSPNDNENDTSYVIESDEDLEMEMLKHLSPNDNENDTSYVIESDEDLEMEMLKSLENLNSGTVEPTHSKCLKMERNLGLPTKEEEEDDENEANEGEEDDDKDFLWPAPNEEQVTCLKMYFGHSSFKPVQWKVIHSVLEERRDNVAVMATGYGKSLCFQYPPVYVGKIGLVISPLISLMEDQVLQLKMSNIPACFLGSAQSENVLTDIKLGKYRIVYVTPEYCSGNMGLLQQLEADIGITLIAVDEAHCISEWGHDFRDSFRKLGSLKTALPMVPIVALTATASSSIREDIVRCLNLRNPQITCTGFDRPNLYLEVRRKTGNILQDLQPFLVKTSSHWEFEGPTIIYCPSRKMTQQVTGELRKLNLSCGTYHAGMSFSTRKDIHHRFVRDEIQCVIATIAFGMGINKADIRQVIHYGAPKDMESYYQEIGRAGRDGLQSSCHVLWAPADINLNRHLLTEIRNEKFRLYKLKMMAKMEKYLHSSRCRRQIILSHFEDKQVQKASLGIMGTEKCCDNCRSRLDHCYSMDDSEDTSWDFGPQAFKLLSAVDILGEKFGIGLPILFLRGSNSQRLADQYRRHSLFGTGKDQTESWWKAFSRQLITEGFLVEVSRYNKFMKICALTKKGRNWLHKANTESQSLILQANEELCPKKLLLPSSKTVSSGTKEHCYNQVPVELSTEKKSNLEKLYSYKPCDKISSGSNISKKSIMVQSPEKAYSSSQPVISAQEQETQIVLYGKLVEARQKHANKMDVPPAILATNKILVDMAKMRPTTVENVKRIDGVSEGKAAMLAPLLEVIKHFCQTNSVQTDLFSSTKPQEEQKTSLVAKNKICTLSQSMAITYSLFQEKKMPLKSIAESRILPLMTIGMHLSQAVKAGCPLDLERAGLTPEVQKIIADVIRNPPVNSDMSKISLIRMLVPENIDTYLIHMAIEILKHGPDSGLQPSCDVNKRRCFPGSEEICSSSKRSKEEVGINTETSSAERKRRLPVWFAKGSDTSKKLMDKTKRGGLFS
#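 Screening of the MLSMR collection measured strand separation of a quenched forked DNA duplex (100 nM) by 20 nM WRN with 2 mM ATP, all final. Compounds were preincubated with enzyme 15 min at room temperature.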
# HT1080NT lethal: qHTS for induction of synthetic lethality in tumor cells producing 2HG: qHTS for the HT-1080-NT fibrosarcoma cell line; 1.6% of 360,000 active; Potency, µM (series often up to 46.1 µM), inactives show at the highest dose activity, negative = less viability, usual class: cytotoxic; HT-1080-NT fibrosarcoma viability, CellTiter-Glo ATP luminescence, 48 h;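 also: NT is the 2HG producing partner of a matched IDH1 knockdown line; potency is read from the fitted curve at half-maximal effect; 0% = DMSO-treated cells and -100% = media-only wells without cells; nearly all actives have a fitted effect of over 55% in size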
#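 Viability by CellTiter-Glo luminescence after 48 h compound exposure at 37C of HT-1080-NT cells (750/well, RPMI, 5% FBS). % activity scaled between DMSO wells and medium-only wells, then curve-fitted and categorized by curve class.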
# MCF10A rerep: A quantitative high throughput screen for small molecules that induce DNA re-replication in MCF 10a normal breast cells; AID 624296, 2012; 2.9% of 350,000 active; MCF 10A DNA re-replication, Hoechst nuclear intensity, 48 h; Potency, µM (highest dose often 46.1 µM), without a hit: at the top dose activity, positive = re-replication, usual class: activators; also: potency is read from the fitted curve at half-maximal effect; % of control where 0% means no effect; nearly all actives have a fitted effect of over 50% in size
# ATXN2 expr inh: Primary qHTS for Inhibitors of ATXN expression. HEK-293 ATXN2-luciferase reporter, luminescence, 24 h. Potency, µM (top dose mostly 57 µM), without a hit: at the top dose activity change, negative = inhibition, usual class: inhibitors. 0.72% of 360,000 active; also: potency is read from the fitted curve at half-maximal effect; % is scaled to controls: 0 for no effect and ±100 for the full control effect; nearly all actives have a fitted effect of over 55% in size
#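 qHTS (up to 57 uM final) was run with 24 h compound exposure of reporter cells at 37 °C. Each well was multiplexed: SteadyGlo luminescence measured ATXN2-luciferase expression after a fluorogenic Gly-Phe-AFC viability readout (25 uM final).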
# KB-3-1 tox: qHTS assay for MDR1-selective chemotherapeutics: Primary screen using the parental adenocarcinoma cell KB-3-1. KB-3-1 viability, CellTiter-Glo ATP luminescence, 72 h. Potency, µM (titrated, usually from 46.1 µM), inactives show top-dose activity change, negative = cytotoxic, usual class: cytotoxic. 1.4% of 400,000 active; also: potency is read from the fitted curve at half-maximal effect; % is scaled to controls: 0 for no effect and ±100 for the full control effect; nearly all actives have a fitted effect of over 60% in size
#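 KB-3-1 parental drug-naive adenocarcinoma cells in DMEM/10% FBS, incubated 72 h at 37 C with pin-transferred compounds across a concentration series. Viability by CellTiter-Glo luminescence; concentration-response curves fitted after normalization.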
# IL1B secr inh: qHTS for Inhibitors of Inflammasome Signaling: IL-1-beta AlphaLISA Primary Screen; THP-1 LPS/ATP IL-1B secretion, AlphaLISA, 16 h; stronger effect = lower value; AID 743279, 2014; 4.7% of 360,000 active; activity change, % at 57.5 µM; in the data active = activity change below about -50%; inconclusive = mostly about -30% to -49%; also: % is scaled to controls: 0 for no effect and ±100 for the full control effect
#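 THP-1 cells pretreated 1 hr with compounds (up to 57.5 uM final), then stimulated with LPS (250 ng/mL final) plus ATP (1.25 mM final); secreted IL-1B measured by AlphaLISA after 16 hr, decreased signal indicating inhibition.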
# KB-V1 MDR tox: qHTS assay for MDR1-selective chemotherapeutics: Primary screen using the drug-selected MDR subline cells KB-V1 | KB-V1 MDR cells viability, CellTiter-Glo, 72 h | 3.4% of 400,000 active | Potency, µM (titrated, usually from 46.1 µM), inactives show top-dose activity change, negative = cytotoxicity, hits mostly cytotoxic; also: potency is read from the fitted curve at half-maximal effect; % is scaled to controls: 0 for no effect and ±100 for the full control effect; nearly all actives have a fitted effect of over 60% in size
#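 KB-V1, DMEM (no phenol red) + 10% FBS; cpd pin-transferred, titration series; 72 h, 37 degrees C; CellTiter-Glo, luminescence. Data normalized, curve-fit.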
# Starred values were filed as active, the others as inactive; u = inconclusive; x = no result given; [ ] = remark or other dose. Unless noted, calls follow the shape of the dose curve; as a rule, active = well fitted curve in the direction sought with a large enough effect; inconclusive = small, poorly fitted or top-dose-only effect, or another doubt; inactive = no such curve, though single readings can be large; an effect the other way counts as inactive or inconclusive.
SMILES	IL1B secr inh	KB-3-1 tox	HT1080NT lethal	SW480 rerep	ATXN2 expr inh	KB-V1 MDR tox	WRN inhibitor	MCF10A rerep	HT1080 IDH1KD tx
COc1c(Cl)ccc(Cl)c1C(=O)NCc1ccco1	-5	6%	10%	5%	-10%	0%	-25%	-2%	19%
COc1ccc(OC)c(NC(=O)COC(=O)COc2c(Cl)cc(Cl)c3ccc(C)nc23)c1	-1	6%	15%	u	4%	u	-7%	7%	12%
CCc1c(C)c(C#N)c2nc3ccccc3n2c1NCc1ccccn1	49	18%	-1%	u	8%[11.3 µM]	2%	-4%	7%	0%
COc1ccc(CSc2nnc(-c3ccncc3)n2N)cc1	-3	-2%	22%	-7%	17%	7%	3%	1%	21%
O=C(c1ccc(Cl)cc1)c1cccc(O)c1	-7	1%	9%	2%	11%	u	-5%	-3%	-3%
CC(/C=N/NC(=O)CCn1nnc2ccccc21)=C\c1ccccc1	-18	22%	16%	-18%	16%	-8%	-10%	1%	7%
Cc1c(N(C)C(=O)COc2ccc3ccccc3c2)c(=O)n(-c2ccccc2)n1C	15	14%	8%	4%	-12%	-15%	-3%	-4%	19%
CCOC(=O)c1c(C)n(CC(O)c2ccccc2)c2ccc(O)cc12 (stereo not drawn)	20	-19%	-20%	-8%	6%	0%	-4%	u	-22%
Cc1ccc(/C=C/C(=O)OC(C)C(=O)Nc2ncc(Cl)cc2Cl)o1 (stereo not drawn)	3	-10%	15%	-5%	1%	0%	6%	8%	13%
CC(=O)NCCC(=O)Nc1nc(-c2ccc3ccccc3c2)cs1	-9	-5%	-11%	2%	6%	-23%	0%	-3%	-5%
O=[N+]([O-])c1ccc2nc(-c3ccccc3)oc2c1	-16	-5%	0%	2%	x	-28%	-9%	-2%	-3%
CC1CC(C)CN(C(=O)c2ccc(S(=O)(=O)N3CCCC3)cc2)C1 (stereo not drawn)	1	x	3%	-4%	5%	x	2%	11%	10%
Cc1ccc(NC(=S)NCCSc2ccc(Cl)cc2)c(C)c1	-6	2%	3%	u	-8%	-1%	-13%	23µM*	0%
Cc1cccc(N2CCN(Cc3ccc(Br)o3)CC2)c1C	81	-17%	9%	5%	-30%	12%	1%	7%	-7%
CCOc1ccc(CCNC(=O)c2ccc(CS(=O)Cc3ccc(Cl)cc3)o2)cc1 (stereo not drawn)	-8	-7%	-4%	-2%	-19%	-20%	5%	0%	-11%
CCOC(=O)N1CCN(C(=O)COC(=O)Cc2ccc(Cl)cc2)CC1	-4	5%	17%	-26%	5%	7%	3%[57.1 µM]	u	u
c1ccc(C(c2ccccc2)c2nc(-c3cccnc3)no2)cc1	-17	8%	8%	9%	4%	-5%	-11%	u	2%
COC(=O)C1=C[C@@H](C(=O)OC)[C@@H]2C3=C(C(=O)[C@@]2(C)NC(=O)c2ccccc2)[C@H](c2ccccc2)n2c(=O)n(-c4ccccc4)c(=O)n2[C@@H]3C1	14	18%	6%	14%[9.22 µM]	3%	12%	-3%	-1%	5%
Cc1cc(C(=O)NCc2ccc(C(=O)O)o2)c(C)o1	0	-3%	-1%[9.24 µM]	-6%	3%	2%	-34%[57.1 µM]	-1%	8%
CC(C)C[C@H](NC(=O)N1CC(=O)Nc2ccccc21)C(=O)N1CCC[C@H]1C(=O)O	6	0%	-1%	-5%	7%	u	-2%	u	0%
COc1ccc(S(=O)(=O)N2CCC(C(=O)Nc3ccc(OC)c(OC)c3)CC2)cc1C	-9	0%	0%	-1%	-17%	0%	-16%	3%	1%
CC(C)C(=O)Nc1nnc(SCC(=O)NCC2CCCO2)s1 (stereo not drawn)	14	4%	4%	-9%	-13%	1%	-31%	1%	7%
CSc1ccc(C(=O)C2CCCN(C(=O)c3cccnc3SC)C2)cc1 (stereo not drawn)	53	2%	5%	u	x	u	-2%	0%	-4%
COc1ccc(N2CCN(C(=O)C3CCCN(S(=O)(=O)c4c(C)noc4C)C3)CC2)cc1 (stereo not drawn)	9	1%	-1%	24%	-17%	-3%	-5%	-7%	-1%
C[C@H](CO)N1C[C@H](C)[C@@H](CN(C)C(=O)Nc2ccc3c(c2)OCO3)Oc2ccc(NC(=O)CCC(F)(F)F)cc2C1=O	3	28%	1%	-16%	5%	13%	2%	2%	6%
O=S(=O)(c1ccc(NC(=S)N2CCOCC2)cc1)N1CCCCC1	31	-10%	-10%	x	x	-11%	2%	x	1%
Cc1ccc([C@@H]2CC=C(C(=O)O)[C@H](c3ccc(Br)cc3)N2S(=O)(=O)c2ccc(C)cc2)cc1	24	0%	-12%	-52%[inhibitor]	1%	0%	-6%[11.6 µM]	18%	-9%
COc1ccc(C2CC(c3ccc4ccccc4c3)=NN2C(=O)CN2CCC(C(N)=O)CC2)cc1 (stereo not drawn)	-82*	u	u	-2%	10%	-20%	-1%	14%	u
CC(Oc1ccc(Cl)cc1)C(=O)NCCCn1ccnc1 (stereo not drawn)	13	8%	8%	-3%	5%	3%	-10%	14%	9%
CC(C)(C)c1nn(-c2ccccc2)c2[nH]c(=O)c(C=O)cc12	35	u	-4%	-7%	x	-13%	5%	u	-2%

# Some of these compounds in order of the WRN inhibitor value, smallest number first.
Compound,IL1B secr inh,SW480 rerep,WRN inhibitor
COc1ccc(N2CCN(C(=O)C3CCCN(S(=O)(=O)c4c(C)noc4C)C3)CC2)cc1 (stereo not drawn),9,24%,-5%
COc1ccc(C2CC(c3ccc4ccccc4c3)=NN2C(=O)CN2CCC(C(N)=O)CC2)cc1 (stereo not drawn),-82*,-2%,-1%
C[C@H](CO)N1C[C@H](C)[C@@H](CN(C)C(=O)Nc2ccc3c(c2)OCO3)Oc2ccc(NC(=O)CCC(F)(F)F)cc2C1=O,3,-16%,2%

# New compounds follow:
SMILES	IL1B secr inh	KB-3-1 tox	HT1080NT lethal	SW480 rerep	ATXN2 expr inh	KB-V1 MDR tox	WRN inhibitor	MCF10A rerep	HT1080 IDH1KD tx
C(=C\c1ccccc1)/CN1CCN(Cc2ccc3c(c2)OCO3)CC1	-8	-7%	-12%	0%	-25%	u	-31%	16%	-16%
CC(Oc1ccc(Cl)cc1Cl)C(=O)NNC(=O)c1cccnc1 (stereo not drawn)	5	-1%	-12%	-12%	-22%	-1%	3%	-8%	4%
C1CCC(NC2=NCCC2)CC1	12	-1%	8%	-3%	-2%	1%	-4%	6%	10%
COc1ccc2[nH]cc(CCNC(=O)Cc3c(F)cccc3Cl)c2c1	u	20%	14%	u	-7%	18%	u	10%	12%
CC1(C)CC(=O)C(C2(O)C(=O)N(Cc3ccccc3)c3ccccc32)CO1 (stereo not drawn)	-2	-3%	-8%	u	7%	-6%	-2%	u	-3%
CCOC(=O)CC1C(=O)NCCN1C(=S)NC(=O)c1ccc(C)c(Br)c1 (stereo not drawn)	-16	3%	1%	x	x	13%	-3%	x	6%
OCc1ccccc1	x	1%	x	1%	x	0%	x	-2%	x
Cc1ccc(CCN2CC(C(=O)NC3CCCCC3)CC2=O)cc1 (stereo not drawn)	-6	-13%	-3%	-3%	7%	-12%	9%	-1%	-4%
CCS(=O)(=O)C(C)(CCl)C(=O)Nc1ccc(C(=O)OC)cc1 (stereo not drawn)	2	2%	15%	-3%	-5%	14%	0%	-2%	20%
O=C1c2cccnc2C(=O)N1Cc1ccc(Cl)cc1	12	10%	0%	-1%	-7%	3%	-5%	2%	7%
O=C(NCCOC(=O)c1ccc(C(=O)OCCNC(=O)c2ccccc2)o1)c1ccccc1	39	13%	12%	-6%	5%	3%	-1%	13%	15%
O=C(O)c1cc2ccccc2c(=O)s1	19	15%	0%	1%	-3%	19%	4%	1%	-2%
CCCN1CCN(C(=O)c2oc3ccccc3c2NC(=O)COc2ccc(OC)cc2)CC1	-4	-8%	4%	6%	x	1%	3%	1%	7%
O=C1NC(=O)C2(N1)C(=O)c1cccc3cccc2c13 (stereo not drawn)	20	8%	0%	x	x	3%	-15%	x	3%
O=S(=O)(Nc1ccccn1)c1cc(Cl)ccc1Cl	0	8%	-3%	-14%	9%	0%	-2%[57.1 µM]	-4%	7%
COC1OC2COC(c3ccccc3)OC2C(=O)C1NC(=O)c1ccccc1 (stereo not drawn)	20	9%	8%	-3%	5%	-14%	4%	-2%	1%
CCC1C(=O)N=C(SCC(=O)Nc2ccc(Br)cn2)NC1=O (stereo not drawn)	11	3%	-21%	-106%[inhibitor]	x	u	17%	-2%	-3%
COc1ccc(NC(=O)c2cc(F)cc(F)c2)cc1Cl	-12	29%	6%	-3%	11%	u	11%	2%	9%
C#CCOCCOCCOCCNc1nc(N2CCN(C(=O)[C@H](CCC(=O)O)n3cc(C(N)Cc4ccc(O)cc4)nn3)CC2)nc(N2CCN(C(=O)[C@H](CCC(=O)O)n3cc(C(N)Cc4ccc(O)cc4)nn3)CC2)n1 (stereo partly drawn)	2	-1%	17%	-8%	0%	12%	15%	-1%	-1%
Cc1c(C(=O)NCc2nnc(-c3ccccc3)o2)oc2c(F)cccc12	-7	29%	1%	-6%	2%	u	-3%	8%	2%
CCN(c1cccc(C)c1)S(=O)(=O)c1ccc2c(c1)CCCN2C(C)=O	-19	-9%	-18%	6%	-9%	u	-14%	u	-16%
O=C(Nc1nnc(Cc2ccc([N+](=O)[O-])cc2)s1)c1ccc2c(c1)OCO2	30	0%	2%	-80%[inhibitor]	38%	-12%	-4%	-1%	-16%
Cc1ccccc1-c1noc(-c2ccc(O)cc2)n1	-28	-11%	u	11%	-6%	-2%	-20%	u	u

# Screening data from PubChem BioAssay.

# The order is random; about 12% have a hit in one of these screens.
